Assay outcomes: PubChem, several laboratories
Pemphigus Ab inh – inhibitors of pemphigus antibody binding to DSG3, primary screen, biochemical, bead-based, flow cytometry, scFv-GFP | 310,000 compounds, 0.48% hits | AID 588358, 2011 | DSG3-coupled beads, scFv-anti-DSG3-GFP binding; active compounds read low | binding (percent of control), % at 10 µM;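 active = binding more than 3 SD below its plate's average and above zero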;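 also: hits lower antibody fragment binding to DSG3; some compounds called inactive have numbers as strong as hits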
Target sequence (P32926 whole entry, looked up, the tested form may be a part): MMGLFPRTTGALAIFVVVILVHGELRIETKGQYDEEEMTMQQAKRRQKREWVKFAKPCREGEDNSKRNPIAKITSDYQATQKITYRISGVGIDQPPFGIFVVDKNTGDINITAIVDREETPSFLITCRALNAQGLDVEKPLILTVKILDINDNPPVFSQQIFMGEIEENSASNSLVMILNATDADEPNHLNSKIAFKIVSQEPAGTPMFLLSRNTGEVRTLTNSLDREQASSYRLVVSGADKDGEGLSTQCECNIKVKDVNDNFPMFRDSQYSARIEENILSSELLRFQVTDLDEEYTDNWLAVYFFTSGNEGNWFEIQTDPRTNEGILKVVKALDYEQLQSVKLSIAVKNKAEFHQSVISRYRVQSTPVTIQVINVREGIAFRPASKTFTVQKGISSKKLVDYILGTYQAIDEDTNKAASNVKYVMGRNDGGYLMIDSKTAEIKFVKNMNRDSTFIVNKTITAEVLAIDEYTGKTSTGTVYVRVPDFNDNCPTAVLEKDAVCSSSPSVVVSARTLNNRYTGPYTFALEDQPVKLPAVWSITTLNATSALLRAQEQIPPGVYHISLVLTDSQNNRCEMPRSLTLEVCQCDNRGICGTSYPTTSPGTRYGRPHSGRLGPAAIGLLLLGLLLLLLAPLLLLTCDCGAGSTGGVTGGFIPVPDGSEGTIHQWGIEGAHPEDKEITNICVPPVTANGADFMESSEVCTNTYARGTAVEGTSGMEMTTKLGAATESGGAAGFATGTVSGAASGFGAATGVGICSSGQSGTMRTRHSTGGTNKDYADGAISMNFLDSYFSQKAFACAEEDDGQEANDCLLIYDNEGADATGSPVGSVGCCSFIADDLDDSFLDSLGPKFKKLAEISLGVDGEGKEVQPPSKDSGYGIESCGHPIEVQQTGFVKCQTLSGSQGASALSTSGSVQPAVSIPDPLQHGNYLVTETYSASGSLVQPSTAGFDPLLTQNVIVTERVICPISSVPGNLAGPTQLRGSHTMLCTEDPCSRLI
phage Ecoli inh – growth loss of phage-infected E. coli, primary screen, RecBCD inhibitor project, absorbance, with phage, HTS; AID 651602, 2012; inhibition, % at 11.9 µM; 360,000 compounds, 0.26% hits; in the data active = inhibition above about 11%
E coli growth – E. coli V3065 growth inhibition, primary screen, counter-screen for AddAB inhibitor project, absorbance, OD600. 18 h. inhibition, % at 11.9 µM. 330,000 compounds, 0.27% hits. AID 449728, 2010;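 active = inhibition above the campaign's mean inhibition across all tested compounds plus 3 SD, cut at about 9.9% in these data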;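 also: uninfected addAB+ strain grown without phage in ampicillin broth; 0% = DMSO wells and 100% = ciprofloxacin 0.95 µg/ml wells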
Tat export inh – E. coli Tat export inhibitors, primary screen, MC4100, TorA-mCherry reporter, fluorescence, single point; inhibition, % at 10 µM; 340,000 compounds, 0.036% hits; AID 488895, 2010;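 active = mean replicate inhibition at least 50% and at least half of replicates individually reaching 50%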;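 also: exported cargo escapes ClpAP degradation while cytoplasmic cargo is degraded and loses fluorescence; 0% = median of neutral control wells and 100% = median of NaSCN control wells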
Mot1-301 SUMO – yeast Mot1-301 growth rescue at high temperature, primary screen, SUMOylation pathway inhibitor project, S. cerevisiae, ATP luminescence, 38.5C. 320,000 compounds, 1% hits. S. cerevisiae Mot1-301 growth rescue; percent above DMSO median, 100 means doubled. growth rescue, % at 18.8 µM;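 active = every valid replicate shows activation above 250% relative to neutral control wells; inactive = the rest, any valid replicate at or below 250%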;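 also: OY570 slx delta 5 strain wells were the positive control but not used for scaling; some compounds called inactive have numbers as strong as hits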
Arrestin-AP2 inh – inhibitors of beta-arrestin/AP2 binding, primary screen, biochemical, GPCR trafficking, flow cytometry; 340,000 compounds, 0.31% hits; FITC-arrestin peptide / GST-AP2 beads; AP2 beta2 appendage carries R879A mutation; beta-arrestin 1 C-terminal peptide binding to AP2 beta2-adaptin appendage (human); inhibition, % at 10 µM;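 active = inhibition above a set limit, near 3 SD of compounds lacking own fluorescence, cut at about 54% in these data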;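 also: plate controls were DMSO wells for no effect and 5 µM unlabelled arrestin peptide for full effect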
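System: GST-AP2 R879A glutathione beads. Medium: PBS with 0.05% Tween 20 and 0.1% BSA. Also added: FITC-arrestin peptide, 50 nM. Incubation: 12 min plus 1 h, RT. Measured by: high-throughput flow cytometry of beads, ex 488, em 535 nm. Evaluation: percent drop in bead-associated FITC signal.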
OPRM1-OPRD1 inv – inverse agonists of MOR-DOR heterodimerization, primary screen, cell-based, luminescence. Mu-type opioid receptor (Homo sapiens) + Delta-type opioid receptor (Homo sapiens), …. cell-based MOR-DOR heterodimer luminescence, inverse agonism. inhibition, % at 9.3 µM. 340,000 compounds, 0.21% hits. AID 504357, 2011; in the data active = inhibition above about 22%, passing the limit was not always enough;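 also: 0% = cells with DMSO and 100% = wells without cells with DMSO; values of inactives mirror those of a sister screen read the other way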
PKA-R1A act – activators of PKA-R1A holoenzyme, primary screen, biochemical, fluorescence polarization, Cy5-IP20, bovine R1A, mouse PKAc. activation, % at 11.4 µM. cAMP-dependent protein kinase type I-alpha regulatory subunit (Bos taurus) + …. 340,000 compounds, 0.083% hits. AID 504707, 2011. PKA-R1A dissociation; scaled: DMSO 0%, 113 µM cGMP 100%;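 active = percent activation above the mean of all tested compounds plus 3 SD, cut at about 19% in these data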;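 also: higher means more PKAc released from R1A so a rise in polarization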
OPRM1-OPRD1 ag – agonists of OPRM1-OPRD1 heterodimerization, primary screen, cell-based, luminescence | cells | Mu-type opioid receptor (Homo sapiens) + Delta-type opioid receptor (Homo sapiens), … | activation, % at 9.3 µM | 340,000 compounds, 0.3% hits; in the data active = activation above about 18%;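 also: 0% = vehicle-treated cells and 100% = reference agonist; values of inactives mirror those of a sister screen read the other way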
PfHsp90 yeast 2 – growth inhibition of PfHsp90-expressing yeast, primary screen, antimalarial PfHsp90 inhibitor project, S. cerevisiae, BacTiter-Glo luminescence, single point, set 2. BacTiter-Glo ATP, 48 h; yeast lacking PDR1 and PDR3 efflux regulators. AID 504621, 2011. 310,000 compounds, 0.32% hits. inhibition, % at 9.4 µM;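 active = every replicate shows inhibition above about 80%, whatever the replicate mean, limit read from the data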;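 also: 0% = DMSO neutral controls and 100% = 20 µM radicicol positive controls; yeast relying on Plasmodium falciparum Hsp90 in place of its own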
AddAB inh – growth inhibition of E. coli expressing H. pylori AddAB, primary screen, AddAB inhibitor project, absorbance. inhibition, % at 11.9 µM. 330,000 compounds, 0.29% hits. AID 435030, 2010; in the data active = inhibition above about 12%;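 also: 0% = vehicle wells of infected cells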
* marks the source's active call; other numbers are inactive results; . = no result given. Outcome played no part in choosing rows; 2.8% or so of the library scored in one or more.

SMILES	Pemphigus Ab inh	phage Ecoli inh	E coli growth	Tat export inh	Mot1-301 SUMO	Arrestin-AP2 inh	OPRM1-OPRD1 inv	PKA-R1A act	OPRM1-OPRD1 ag	PfHsp90 yeast 2	AddAB inh
CCCOc1cccc(C2C(C(=O)c3ccco3)=C(O)C(=O)N2c2nnc(C)s2)c1 (stereo not drawn)	119	-2.7	0.1	-4	-16	-1	-13	4	2.3	7	2.0
CCOC(=O)CSc1nnc(CSc2nc3sc4c(c3c(=O)[nH]2)CCC4)n1-c1ccccc1	101	3.4	0.3	6	-15	6	0	5	0.1	-4	4.3
N=c1n(CCO)c2ccccc2n1Cc1ccccc1Cl	108	0.8	0.9	3	-23	7	-1	-11	0.2	6	1.9
CSc1nsc(SCC(=O)Nc2ccccc2C(N)=O)n1	115	0.0	-1.1	1	-18	26	-10	3	1.3	-5	0.6
CC(=O)NCC(=O)N(c1c(C)n(C)n(-c2ccccc2)c1=O)C1(C(=O)NC2CCCC2)CCCCC1	95	1.3	1.3	2	.	2	-7	-1	1.3	-19	2.1
OC(CNCCc1ccc(C(F)(F)F)cc1)COc1cccc2ccccc12 (stereo not drawn)	94	5.9	0.3	-4	-33	12	-117	-1	16	.	3.7
CCOC(=O)C1(Cc2ccccc2)CCN(Cc2ccon2)CC1	93	3.9	-2.8	-3	-3	45	7	4	-1.3	-80	1.0
CCN(CC)CCCNC(=O)c1cc(-c2ccc3c(c2)OCO3)on1	104	-1.2	0.6	1	-2	-5	9	-6	-2.1	50	0.5
CC1CCCN(c2nc3c(c(=O)n(C)c(=O)n3C)n2CCSc2nc3ccccc3s2)C1 (stereo not drawn)	96	2.7	4.5	3	-2	-4	-47	-6	9.3	5	0.7
O=C(CSc1nnc2ccccn12)NNC(=O)c1cccc(Cl)c1	133	2.2	0.2	-6	-9	2	13	-7	-2.6	4	-1.5
CCOc1ccccc1Nc1nc2ccccc2n1C(C)C	102	3.7	1.0	-8	-9	-6	13	-10	-2.3	18	3.2
Cc1ccc(COc2cccc(/C=N/NC(=O)c3nnn(-c4nonc4N)c3C)c2)cc1	90	-0.2	-1.8	2	15	12	12	2	-2.4	-53	1.4
COc1cccc(C(=O)Nc2nnc(S(=O)(=O)N(C)c3ccccc3)s2)c1	101	2.7	-2.0	4	10	46	11	3	-2.1	-10	-3.9
C=CCNC(=O)c1c(CSc2ccccc2)noc1C(=O)NCc1ccccc1	119	2.5	-0.7	-6	7	11	-22	3	3.9	-3	1.1
COc1cc2c3c(c1OC)-c1cc4c(cc1CC3(C#N)N(C(=O)c1ccccc1)CC2)OCO4 (stereo not drawn)	89	1.5	.	-2	.	26	11	-14	-2.2	-3	.
O=C(C[n+]1cc(Br)cc2ccccc21)c1ccc(F)cc1	123	4.9	2.8	-5	-14	2	5	4	-1.0	20	0.0
CCNC(=S)N1CCc2cc(OC)c(OC)cc2C1COc1ccccc1OC (stereo not drawn)	114	2.5	-0.5	-1	-19	9	14	-12	-2.8	.	-0.2
CCCCN(Cc1cc2ccccc2[nH]c1=O)S(C)(=O)=O	97	2.9	4.7	-2	0	2	13	1	-1.9	-5	3.4
Cc1cc(NC(=O)C2CC2)ncc1NC(=O)C12CC3CC(CC(C3)C1)C2	93	1.8	0.1	-1	86	8	-9	8	1.5	30	4.5
c1cncc(-c2nc3ccccc3[nH]2)c1	120	0.9	-2.3	-1	6	-2	7	7	-1.1	15	0.2
Cc1ccc(S(=O)(=O)N2CCC3(CC2)OCCN3S(=O)(=O)c2c(C)cc(C)cc2C)cc1	79	3.3	-2.4	0	10	-13	4	1	-0.6	-32	-2.2
CN(C)c1ccc(CN(C(=O)c2ccccc2Br)C2CCS(=O)(=O)C2)cc1 (stereo not drawn)	92	3.6	0.0	0	-6	14	5	5	-0.9	9	5.5
CCOC(=O)C1CCCN(C(=O)c2ccc3c(c2)NC(=O)C(N2CCOCC2)S3)C1 (stereo not drawn)	100	0.4	1.2	4	37	-2	18	-1	-3.3	-14	4.3
O=C(c1ccc(Cl)cc1)N1C2C=CC(C2)C1(C(F)(F)F)C(F)(F)F (stereo not drawn)	114	1.3	0.3	-8	2	-6	3	-3	-0.6	1	3.3
C=CCOC(=O)C1=C(C)NC(=O)NC1c1ccc(OCC)cc1 (stereo not drawn)	100	0.8	-1.8	-2	6	1	8	9	-1.8	6	-2.3
Cc1ccc2nc(-c3ccccc3)nn2c1	122	2.1	.	-2	.	2	15	-4	-2.9	4	.
COc1ccc(Cl)cc1C(=O)NNC(=S)NC(=O)/C=C/c1ccco1	97	1.2	-4.3	-3	-5	-21	10	-9	-1.9	-20	-2.7
COc1ccccc1C1=NC(c2ccc(C)cc2)N=C1C (stereo not drawn)	86	2.6	0.1	1	-3	-5	-6	-14	1.0	-13	2.4
COc1ccc(C(C)=O)cc1COC(=O)c1cccnc1SC	.	2.3	2.5	0	15	27	14	-7	-3.0	3	1.0
CCOC(=O)CNC(=O)CSc1nc2cccnc2n1Cc1ccccc1	95	3.3	-2.2	-4	-1	0	1	5	-0.2	6	1.4
CCCCCCOC(=O)CCc1c(C)nc(N)[nH]c1=O	.	5.5	0.4	2	-9	3	6	-7	-1.1	-1	0.0
CC(=O)c1cc(CN2CCC(n3nccc3NC(=O)c3ccccc3C)CC2)cs1	112	0.1	-0.3	-7	22	-15	6	14	-1.5	49	-0.1
C=CCOn1c(C)c(C(C)=O)c2c3no[n+]([O-])c3ccc21	103	0.7	-1.3	6	18	11	-5	2	1.0	1	1.8
CCOc1ccc(C(=O)NCC(=O)NCCCn2nc(C)cc2C)cc1OCC	108	1.6	-1.4	4	19	-7	12	-5	-2.2	-8	3.1
COc1ccccc1CNC(=O)COc1ccc(C)cc1	94	1.4	-0.3	-6	14	-8	15	-3	-3.0	-6	-2.4
O=C(NCc1ccco1)/C(=C/c1ccco1)NC(=O)c1ccc(Br)o1	106	2.1	5.0	-6	-15	3	5	4	-0.9	5	0.4
CC(C)(C)C(=O)Nc1ncccc1C(O)c1cccc(C(F)(F)F)c1 (stereo not drawn)	98	3.2	0.3	0	-9	2	19	3	-3.7	3	3.5
COc1ccc(CNS(=O)(=O)c2cc3c4c(c2)CCN4C(=O)CC3)cc1	97	-0.8	.	-7	.	0	-2	-10	0.3	-12	.
C[C@H](NC(=O)c1nc[nH]c1C(=O)NC1CCN(C(=O)OC(C)(C)C)CC1)C(=O)OCc1ccccc1	102	-0.2	-1.5	7	-9	-5	-13	6	2.3	8	1.6
COc1ccc(S(=O)(=O)N(Cc2cccnc2)Cc2cc3ccccc3[nH]c2=O)cc1	95	0.5	0.2	5	-11	-9	5	1	-0.9	16	1.2
O=c1n(Cc2ccccc2Cl)nc2n1-c1ccccc1SC2	110	2.7	-0.8	-3	4	-2	12	-6	-2.4	16	0.5
CC1CCN(c2nc(Cl)nc(Nc3ccc([N+](=O)[O-])cc3)n2)CC1	91	3.9	1.8	7	-13	-9	6	-14	-1.3	98*	0.8
O=C(COc1ccc([N+](=O)[O-])cc1)Nn1cnnc1	101	5.1	-1.7	10	4	-1	.	.	.	16	-0.5
COc1ccc(C)cc1N(CC(=O)NCCN1CCOCC1)S(=O)(=O)c1ccccc1	101	-0.1	-1.1	1	-12	3	3	-6	-0.5	-9	-0.4
COc1ccc(OC)c(S(=O)(=O)NCCCN2CCOCC2)c1	101	0.3	1.2	-7	-6	0	16	1	-3.8	.	3.5
O=C(Nc1ccc2nsnc2c1)NC1CCCCC1	92	7.1	1.1	2	-5	-8	1	0	-0.3	-8	1.1
CCCCCn1nc(C(=O)OCc2nc(N)nc(Nc3ccccc3)n2)c2ccccc2c1=O	.	3.8	-0.8	-2	14	-4	1	-16	-0.3	-13	0.1
CCOc1cc(/C=N/NC(=O)C(=O)N/N=C/c2ccc(O)c(OCC)c2)ccc1O	98	-2.0	0.7	-6	768*	-19	8	7	-1.7	-33	5.0
Cc1cc([N+](=O)[O-])nn1CC(=O)Nc1cnc2ccccc2c1	102	2.7	1.8	5	-5	-2	16	6	-3.2	-11	1.5
Cc1ccc(-c2csc(N3CCC(NS(=O)(=O)c4ccc5c(c4)OCCO5)CC3)n2)cc1	101	2.1	1.1	5	34	19	-1	-2	0.2	-61	0.1

Grouped by structure, the entries above containing an NH in an aromatic ring (six)
SMILES	Pemphigus Ab inh	phage Ecoli inh	E coli growth	Tat export inh	Mot1-301 SUMO	Arrestin-AP2 inh	OPRM1-OPRD1 inv	PKA-R1A act	OPRM1-OPRD1 ag	PfHsp90 yeast 2	AddAB inh
CCOC(=O)CSc1nnc(CSc2nc3sc4c(c3c(=O)[nH]2)CCC4)n1-c1ccccc1	101	3.4	0.3	6	-15	6	0	5	0.1	-4	4.3
CCCCN(Cc1cc2ccccc2[nH]c1=O)S(C)(=O)=O	97	2.9	4.7	-2	0	2	13	1	-1.9	-5	3.4
c1cncc(-c2nc3ccccc3[nH]2)c1	120	0.9	-2.3	-1	6	-2	7	7	-1.1	15	0.2
CCCCCCOC(=O)CCc1c(C)nc(N)[nH]c1=O	.	5.5	0.4	2	-9	3	6	-7	-1.1	-1	0.0
C[C@H](NC(=O)c1nc[nH]c1C(=O)NC1CCN(C(=O)OC(C)(C)C)CC1)C(=O)OCc1ccccc1	102	-0.2	-1.5	7	-9	-5	-13	6	2.3	8	1.6
COc1ccc(S(=O)(=O)N(Cc2cccnc2)Cc2cc3ccccc3[nH]c2=O)cc1	95	0.5	0.2	5	-11	-9	5	1	-0.9	16	1.2
